# T cell modulator – T cell immune modulation candidate; 2C CD8+ T cell-vesicle binding, flow cytometry; hits give low values; calls only at 7 µM; 0.068% of 330,000 active; AID 2052;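 active means response, share of CD8 T cells binding vesicles, and their 90th percentile fluorescence all below set limits, cut at about 80% in these data, passing the limit was not always enough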
#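 material = purified 2C TCR transgenic mouse naive CD8+ T cells | controls = Unloaded micro-vesicles (low), QL9 vesicles with 0.7% DMSO (high) | detection = cytometric PE anti-B7-1 and Alexa647 anti-CD8 signals after 1% paraformaldehyde fixation | incubation = binding step 1.5 h, 37 °C, antibody labelling 20 min, ice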
# Rac1 GTP hydrolysis – MgcRacGAP GTPase-activating activity inhibitors, confirmation, biochemical, ADP Hunter fluorescence. 0.6% of 340,000 active. MgcRacGAP-stimulated Rac1 GTP hydrolysis, ADP Hunter fluorescence; higher % means a stronger effect; GST-tagged Rac1 F28L mutant substrate. inhibition, % at 30 µM, or IC50 in µM where a hit was titrated. AID 624330;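 active means first-screen hits whose inhibition reached a set limit at any dose in the follow-up dose series; inconclusive means inhibition above the set first-screen limit but never retested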;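 further: fluorescence reports GDP produced by GAP-driven GTP hydrolysis; strong numbers were not always called active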
# Myeloid diff MLP – compounds promoting myeloid differentiation; ER-HoxA9 myeloid progenitors, lysozyme-GFP differentiation, flow cytometry; calls only at 10 µM; 1% of 360,000 active; AID 624256;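 active means normalized GFP-positive differentiation at or above the plate's own cutoff, the solvent-only control mean plus 3 SD; inconclusive means no clear call, values can overlap the other calls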;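 further: cells exposed to compound for four days before flow analysis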
# NTR1 ag – agonists of NTR1, primary screen, imaging, U2OS cells, beta-arrestin-GFP, high content (AID 493036); NTR1-U2OS beta-arrestin-GFP spot imaging, agonist mode; 0.17% of 330,000 active; P30989; activation, % at 20 µM;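 active means activation at or above 40% of the spot to cytoplasm intensity ratio, with at least 20 cells analyzed; inconclusive means wells under 20 cells, flagged as cytotoxic or low count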;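 further: 0% = DMSO without peptide and 100% = 100 nM NTR1 peptide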
# Target sequence (P30989 whole entry, looked up): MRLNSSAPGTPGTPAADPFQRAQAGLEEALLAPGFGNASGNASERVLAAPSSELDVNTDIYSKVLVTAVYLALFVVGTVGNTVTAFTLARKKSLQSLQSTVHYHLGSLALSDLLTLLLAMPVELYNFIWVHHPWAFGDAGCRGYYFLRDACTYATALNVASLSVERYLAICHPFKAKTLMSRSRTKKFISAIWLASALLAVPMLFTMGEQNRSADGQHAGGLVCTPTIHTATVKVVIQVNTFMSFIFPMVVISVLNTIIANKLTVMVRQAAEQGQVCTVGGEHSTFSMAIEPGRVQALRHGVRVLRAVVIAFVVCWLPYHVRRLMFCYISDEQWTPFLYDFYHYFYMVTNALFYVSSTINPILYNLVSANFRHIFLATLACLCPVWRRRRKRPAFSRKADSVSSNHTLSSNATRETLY
# RSV antiviral HEp-2 – inhibition of RSV-induced cytopathic effect – HEp-2 cells, primary 10 µM value included (AID 2391) | 0.13% of 310,000 active | one-dose CPE inhibition, % at 10 µM; IC50 in µM for titrated hits | HEp-2 cells, RSV-induced CPE inhibition; higher % means a stronger effect; in the data active means a potency from the dose series; inconclusive means CPE inhibition mostly from about 23% at the one dose, without a potency; inactive means the rest, 99 in 100 with CPE inhibition below about 21%; further: strong numbers were not always called active
# Large T inhibition – TAg ATPase/helicase activity blockers – biochemical (AID 1903). SV40 large T antigen ATPase/helicase inhibition assay; higher % means a stronger effect. inhibition, % at 20 µM, or IC50 in µM where a hit was titrated. 0.39% of 310,000 active; in the data active means a potency from the dose series; inconclusive means inhibition mostly from about 32% at the one dose, without a potency; inactive means the rest, 99 in 100 with inhibition below about 32%; further: strong numbers were not always called active
# K1F lysis inhibition – inhibition of K1F phage lysis, E. coli UTI89, bacterial capsule biogenesis inhibitors, alamar blue (AID 488966); E. coli UTI89 K1F phage lysis, alamar blue, 2 h; higher % means a stronger effect; one-dose inhibition, % at 100 µM; IC50 in µM for titrated hits; 0.02% of 340,000 active;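 active means phage lysis inhibition, versus mean bacterial control, above a set limit; inconclusive means no clear call, values can overlap the other calls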;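 further: capsule biogenesis inhibitors block K1F phage lysis so surviving cells raise fluorescence; higher fluorescence means more inhibition of phage lysis; actives were called in the ten point dose series up to 300 µM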
# TNAP activation fold – human TNAP enzyme activators, primary screen, biochemical, luminescent, no phosphate acceptor, uHTS (AID 1001) | 0.03% of 200,000 active | purified TNAP, luminescent activation assay, no phosphate acceptor; higher activation fold means a stronger effect | activation fold at 20 µM, or EC50 in µM where a hit was titrated; in the data active means activation fold from about 3, or a potency from the dose series; inactive means the rest, 99 in 100 with activation fold below about 1.6; further: many of its hits are not listed in these tables
# Salmonella PhoP GFP – inhibitors of PhoP regulon expression, primary screen, Salmonella Typhimurium, GFP reporter (AID 1863). S. Typhimurium PhoP-regulated promoter GFP reporter, 4 h; higher % means a stronger effect. inhibition, % at 50 µM, or IC50 in µM where a hit was titrated. 0.16% of 300,000 active;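 active means inhibition over 29.93%, a cutoff 3 SD above the screen mean, later confirmed by dose response; inconclusive means inhibition over 29.93% but no dose response follow-up; inactive means inhibition at most 29.93% or unconfirmed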;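 further: 0% = low Mg2+ inducing control and 100% = high Mg2+ repressing control; strong numbers were not always called active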
# T cell modulator vesicle-bound % – recorded beside T cell modulator, whose call it bears; double positive events, %; measured here: CD8+ vesicle-bound cell fraction;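 binding gate set so that unloaded-vesicle control wells show 10% double positive cells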
# NTR1 ag cell count 20 µM – further read-out of NTR1 ag, marked with its call; cell count; measured here: cell count, cytotoxicity flag
# Myeloid diff MLP GFP+ MAC1+ % – further read-out of Myeloid diff MLP, marked with its call; GFP+ MAC1+ double positive, %; measured here: differentiation confirmed by MAC1 staining
# * marks the source's active call; other numbers are inactive results; i = inactive; ? = inconclusive; nt = not tested or not shown; [ ] = another dose, or the depositor's remark.
SMILES,T cell modulator,T cell modulator vesicle-bound %,Rac1 GTP hydrolysis,Myeloid diff MLP,Myeloid diff MLP GFP+ MAC1+ %,NTR1 ag,NTR1 ag cell count 20 µM,RSV antiviral HEp-2,Large T inhibition,K1F lysis inhibition,TNAP activation fold,Salmonella PhoP GFP
Cc1cccc(C(=O)OCC(=O)NC(=O)NCc2ccccc2)c1,i,10,8%,i,0.7,-1.0,65,0.3%,nt,0.6%[50 µM],nt,nt
COC(=O)c1ccc(CN2CCN(CC(C)C)C(CCO)C2)cc1 (stereo not given),i,25,12%,i,0.5,0.7,53,0.0%,5%,-0.1%,nt,3%
CCOC(=O)CCn1c(=S)n(CCC(=O)OCC)c2ccccc21,i,20,14%,i,0.3,0.2,50,nt,4%,-1.4%,nt,-1%
O=C(OCc1nc2ccccc2s1)c1ccco1,i,42,0%,i,0.6,-0.5,52,-0.5%,1%,0.5%,1.2,-11%
O=C(CSc1ncn[nH]1)Nc1nsc(-c2ccccc2)n1,i,51,-3%,i,0.3,1.5,40,1.4%,-1%,3.5%[50 µM],1.6,27%
Cc1ccc(-c2nnc(N3CCN(C(=O)c4cccs4)CC3)c3ccccc23)cc1,i,58,11%,i,0.1,2.8,37,nt,14%,0.2%,nt,-2%
COc1ccccc1CN1C(=O)c2ccccc2C1C(=O)NC1CCC(C)CC1 (stereo not given),i,38,0%,nt,nt,1.6,66,0.4%,3%,0.1%,1.1,5%
COc1ccc(C(=O)/C=C/c2ccsc2)cc1CSCC(=O)O,i,12,14%,?,nt,2.1,45,0.8%,29%,-0.3%,nt,4%
COc1ccc(C2(C(=O)N3CCOCC3)CCOCC2)cc1OC,i,42,10%,i,1.2,-1.2,29,2.2%,4%,0.2%,1.1,-6%
CCCN1CCN(c2nc(-c3cccs3)nc3ccccc23)CC1,i,33,-3%,i,1.0,0.1,52,-0.7%,11%,-2.2%,0.9,-7%
Cc1ccc(C(=O)COc2nc(C)cc(C)c2C#N)cc1,i,19,-2%,i,2.9,-1.4,83,0.7%,4%,5.5%,1.1,-2%
CCOC(=O)C1=C(C)N=c2s/c(=C\c3cccc(OCC(=O)O)c3)c(=O)n2C1c1ccccc1OC (stereo not given),i,46,nt,i,0.5,-0.4,96,3.4%,20%,-0.2%,nt,5%
CC(=O)Nc1cccc(NC(=O)c2ccc3c(c2)CCN3S(=O)(=O)c2ccccc2)c1,i,11,22%,i,1.9,2.6,66,?,18%,0.7%,nt,-10%
COc1ccc(OCCCC(=O)Nc2ccc(S(=O)(=O)N3CCOCC3)cc2)cc1,i,46,6%,i,0.4,-1.8,99,1.4%,nt,0.7%[50 µM],nt,nt
CCn1c(SCC(=O)Nc2nc(C)cs2)nnc1-c1cccnc1,i,11,14%,i,5.1,2.0,65,0.2%,9%,2.2%,1.1,-3%
Cc1cnc(CNC(=O)c2ccc3oc(Cc4ccc(Cl)cc4)nc3c2)cn1,i,2,3%,i,1.1,-0.1,51,6.3%,0%,-0.3%[50 µM],nt,6%
C=CCn1ccc2c([N+](=O)[O-])cccc2c1=O,i,21,9%,i,1.5,-0.1,53,4.4%,-1%,2.3%,1,4%
CCOc1ccc(N(CC(=O)NC2CCCCC2)C(=O)CCCC(=O)Nc2ccccn2)cc1,i,10,3%,i,0.4,0.0,54,0.5%,2%,0.0%,nt,12%
Cc1cccc(OCc2nc(-c3cccnc3)no2)c1,i,49,6%,i,1.2,0.2,75,2.7%,3%,0.2%,1.1,-7%
Cc1ccc(-c2nnc3n2N=C(c2ccccc2Br)CS3)cc1,i,55,7%,i,1.3,6.8,48,?,5%,3.9%,1,-9%
COCCNC(=O)c1cn(Cc2c(F)cccc2Cl)nn1,i,43,7%,i,1.5,-1.4,41,0.2%,7%,-0.1%,1.1,-1%
CCC(=O)N(NC1=NS(=O)(=O)c2ccccc21)S(=O)(=O)c1ccc(C)cc1,i,28,5%,i,0.5,1.1,33,0.1%,nt,-0.5%,1.1,nt
O=C(CSc1nc(-c2ccccc2)c(-c2ccccc2)[nH]1)NCCN1C(=O)CSC1=O,i,50,10%,i,0.4,1.0,43,2.8%,13%,-1.4%,1.1,7%
CCNC(=S)NS(=O)(=O)c1ccc(CC)cc1,i,30,7%,i,4.6,1.8,73,1.7%,32%,2.7%,1,-13%
CCC(Cc1ccccc1)NS(=O)(=O)c1c(C)nc2scc(C)n2c1=O (stereo not given),i,3,7%,i,1.8,0.2,58,1.7%,-7%,-0.2%,nt,-2%
Cc1csc(NC(=O)C(C)Oc2ccc(Cl)cc2C)n1 (stereo not given),i,34,6%,i,0.9,0.0,46,2.7%,nt,-0.1%[50 µM],nt,nt
Cc1ccccc1N(Cc1cc(=O)[nH]c2ccccc12)C(=O)CCl,i,8,15%,i,0.9,2.0,100,22%,2%,-1.5%[50 µM],nt,-7%
O=C(Cn1cc(C(F)(F)F)ccc1=O)Nc1ccccc1,i,30,10%,i,0.3,0.5,47,0.0%,5%,1.6%,nt,4%
COc1cc(NC(=O)CCS(=O)(=O)c2ccc3nc(C)sc3c2)cc(OC)c1OC,i,44,7%,?,nt,0.0,59,0.4%,5%,-0.1%,nt,3%
COc1ccc(N2CCN(C3CCCN(C(=O)CCN4CCCCO4)C3)CC2)cc1 (stereo not given),nt,nt,32%,i,0.4,0.4,80,nt,nt,1.3%,nt,nt
CCCCn1nnc(NC(=S)NC(=O)c2ccc(OCC)c([N+](=O)[O-])c2)n1,i,68,7%,i,0.9,-0.1,81,-0.1%,9%,-0.2%,nt,0%
CCN(CC(=O)Nc1ccc(C(C)=O)cc1)CC(=O)Nc1ccccc1C(F)(F)F,i,44,-1%,i,0.3,0.2,59,7.0%,9%,0.2%,1.2,8%
COc1ccc(C(=O)NCc2ccccc2OC)cc1,i,46,2%,i,0.7,0.5,45,0.9%,-2%,1.4%,1,-5%
COc1ccc(-n2nnnc2CNC(=O)c2ccc(S(=O)(=O)N3CCOCC3)cc2)cc1,i,45,2%,i,0.7,0.2,60,0.6%,-3%,0.1%,nt,1%
COC(=O)CN1C(=S)N(c2ccc(Cl)cc2)C(=O)C1CC(=O)Nc1ccc(Cl)cc1 (stereo not given),i,20,15%,i,0.5,4.1,40,-0.7%,6%,2.1%,1.2,8%
Cc1cc(Cl)ccc1Oc1cccc(C(=O)/C(C#N)=C/N(C)C)c1,i,8,10%,i,0.0,0.0,61,55%,8%,3.8%,1.2,2%
Cc1ccc(-c2cc(C(=O)NC3=NCCS3)c3cc(Br)ccc3n2)o1,i,8,nt,nt,nt,-0.3,58,1.1%,19%,nt,1.1,14%
COCCCN1C(=O)c2ccc(C(=O)N3CCN(c4ccccc4OC)CC3)cc2C1=O,i,31,-15%,i,2.6,-1.3,54,-0.1%,-3%,-0.1%,nt,9%
c1ccc(Oc2ccc3ccccc3n2)cc1,i,45,12%,i,0.1,0.9,70,3.7%,7%,0.1%,1,-4%
COC(=O)Nc1ccc(S(=O)(=O)Nc2ccc(O)cc2)cc1,i,12,?,i,5.6,0.7,59,7.9%,?,1.0%,1,2%
O=[N+]([O-])c1cc(S(=O)(=O)Nc2cccc(C(F)(F)F)c2)ccc1-n1nnc2ccccc21,i,50,12%,i,1.1,6.1,33,-2.5%,4%,-0.7%,1,-13%
CN(Cc1cn(C)nc1-c1cccc(Cl)c1)CC1CCCCO1 (stereo not given),i,23,1%,i,0.1,-1.5,40,-0.2%,-5%,0.2%,1.1,2%
CC(=O)c1ccc(NC(=O)C2=CC(c3cccs3)=NS(=O)(=O)N2C)cc1,i,42,7%,i,1.7,0.8,60,3.2%,15%,4.1%,nt,-10%
CCOP(=O)(c1ccccc1)C1(C#N)CCCC1 (stereo not given),i,10,5%,i,0.3,-0.7,32,-0.2%,-1%,-0.2%,1,-12%
CNC(=O)CN1C(=O)C2C3C=CC(C3)C2C1=O (stereo not given),i,9,2%,i,0.5,-0.2,75,0.0%,2%,0.6%,1,-1%
COc1ccc(CCNC(=O)C2CC3Cn4c(nc5ccccc54)C3N2c2ccccc2)cc1 (stereo not given),i,11,2%,i,3.0,-0.8,90,-0.2%,14%,0.0%,nt,nt
COc1ccccc1NC(=S)N(CCN1CCCCCC1)Cc1cccs1,i,25,6%,i,1.0,1.5,78,-2.8%,-2%,0.1%,1.1,0%
O=C(c1cc(Br)ccc1OC(F)F)N1CCN2CCCC2C1 (stereo not given),i,17,6%,i,1.3,-2.0,52,0.9%,nt,0.4%[50 µM],nt,nt

# An excerpt from above, reduced to NTR1 ag cell count 20 µM and Rac1 GTP hydrolysis:
structure	NTR1 ag cell count 20 µM	Rac1 GTP hydrolysis
Cc1cnc(CNC(=O)c2ccc3oc(Cc4ccc(Cl)cc4)nc3c2)cn1	51	3%
C=CCn1ccc2c([N+](=O)[O-])cccc2c1=O	53	9%

# The list continues:
SMILES,T cell modulator,T cell modulator vesicle-bound %,Rac1 GTP hydrolysis,Myeloid diff MLP,Myeloid diff MLP GFP+ MAC1+ %,NTR1 ag,NTR1 ag cell count 20 µM,RSV antiviral HEp-2,Large T inhibition,K1F lysis inhibition,TNAP activation fold,Salmonella PhoP GFP
CSCC[C@H](NC(=O)Nc1cccc(C(F)(F)F)c1)C(=O)O,i,19,7%,i,1.1,0.2,56,1.3%,3%,0.7%,1,-19%
COc1ccc(/C=C2\CCn3c2nc2cc(C(=O)O)ccc2c3=O)cc1,i,39,8%,i,1.2,-1.6,70,2.3%,14%,0.0%,nt,6%
c1ccc(-c2sc3ccccc3c2-c2ccc(OCCN3CCCC3)cc2)cc1,i,9,1%,i,5.5,8.2,49,nt,nt,-2.9%,nt,nt
CCOC(=O)C1C2C=CC3(CN(Cc4cccs4)C(=O)C13)O2 (stereo not given),i,29,2%,i,0.5,-2.5,55,-0.3%,-5%,-1.3%,1.1,-8%
CCN(CC)S(=O)(=O)c1cc([N+](=O)[O-])ccc1N=Nc1c(O)n(C)c2ccccc12,i,47,0%,i,1.0,4.2,66,3.7%,3%,1.9%,0.8,4%
O=C(OCc1cc(Cl)ccc1OC(F)F)c1cccnc1,i,36,-1%,i,0.1,-2.2,38,0.3%,10%,0.4%,1.1,7%

# Source: PubChem (several laboratories)
